Tb hexokinase – Trypanosoma brucei hexokinase 1 inhibitors, primary screen, biochemical, G6PDH-coupled NADH absorbance, MLSCN library; hexokinase 1 [Trypanosoma brucei]; recombinant TbHK1, G6PDH-coupled NADH A340; inhibition, % at 10 µM; actives 0.11% (n = 220,000);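 active = inhibition of 50% or more in the single-dose primary screen; inactive = inhibition below 50%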
KCC2 mod – KCC2 cotransporter modulators, thallium flux, primary screen, cell-based, HEK293 KCC2, FluoZin-2 fluorescence, MLSMR. B-score of Tl+ flux slope (higher = more flux/activation; lower = inhibition) at 10 µM. AID 1456, 2008. Solute carrier family 12 member 5 (Homo sapiens), Q9H2X9. actives 2.2% (n = 190,000). KCC2 cells, thallium flux FluoZin-2 fluorescence;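 active = thallium flux slope and its plate-corrected score both differing from the plate sample mean at a set confidence after two filtering rounds, in either direction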;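 also: slope of fluorescence scaled to starting intensity during 10 to 20 s after thallium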
Calpain2 inh – inhibitors of pig calpain II, primary screen, biochemical, fluorogenic peptide substrate, 1536-well; purified calpain II, 30 min; inhibition, % at 16 µM; actives 0.37% (n = 220,000);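 active = inhibition above about 50%, limit read from the data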
Furin inhibitor – human furin inhibitors, primary screen, biochemical, fluorescence intensity; purified furin, fluorogenic substrate cleavage; inhibition, % at 30 µM; actives 0.061% (n = 220,000); in the data active = inhibition above about 25%; also: inactives centre near -15
Target sequence (P09958 108-714 limits assumed): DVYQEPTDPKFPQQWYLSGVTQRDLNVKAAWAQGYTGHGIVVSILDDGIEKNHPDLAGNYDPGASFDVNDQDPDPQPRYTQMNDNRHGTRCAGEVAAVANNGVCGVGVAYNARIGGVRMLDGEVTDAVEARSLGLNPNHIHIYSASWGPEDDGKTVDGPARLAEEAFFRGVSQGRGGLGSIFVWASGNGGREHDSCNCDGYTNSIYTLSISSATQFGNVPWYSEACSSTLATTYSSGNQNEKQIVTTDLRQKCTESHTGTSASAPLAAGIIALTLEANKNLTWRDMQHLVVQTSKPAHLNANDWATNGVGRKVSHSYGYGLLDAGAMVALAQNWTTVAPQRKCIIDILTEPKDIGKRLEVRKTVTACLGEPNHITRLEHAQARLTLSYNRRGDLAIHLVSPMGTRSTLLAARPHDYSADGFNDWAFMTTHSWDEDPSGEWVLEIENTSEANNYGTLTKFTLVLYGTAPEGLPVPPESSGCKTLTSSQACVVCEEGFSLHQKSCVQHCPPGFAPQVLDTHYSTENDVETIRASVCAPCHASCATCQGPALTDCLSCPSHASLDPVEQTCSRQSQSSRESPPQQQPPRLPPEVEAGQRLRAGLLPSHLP
TRPN1 ag – zebrafish TRPN1 channel agonists, primary screen, cell-based, HEK293, calcium fluorescence | transient receptor potential cation channel N1 (TRPN1/NompC), Danio rerio | HEK293 zebrafish TRPN1-YFP, Fluo-8 calcium fluorescence; 100% = response to 87 µM carbachol | activation, % at 3 µM | actives 0.18% (n = 220,000) | AID 1424, 2008;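 active = activation above its plate's cutoff, the mean activation of test wells on that plate plus 3 SD, cut at about 19% in these data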;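 also: 0% = DMSO alone and 100% = 87 µM carbachol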
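Control set: carbachol 87 µM as high control, DMSO as low control; system: HEK293 stable line with zebrafish TRPN1-YFP; read-out: % activation versus carbachol response; detection: intracellular calcium fluorescence with Fluo-8; doses: single test compound dose, 3 µM nominal, 0.3% DMSO; schedule: dye 1 h 37 °C plus 30 min RT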
EBV gp42 inh – Epstein-Barr virus gp42 inhibitors, primary screen, biochemical, uHTS, fluorescence polarization. Glycoprotein 42 (Epstein-Barr virus (strain AG876)), Q1HVG2. Fluorescence polarization binding assay, mP read-out. inhibition, % (tested at 21.74 µM). actives 0.42% (n = 220,000); in the data active = inhibition above about 50%
Target sequence (Q1HVG2 whole entry, looked up): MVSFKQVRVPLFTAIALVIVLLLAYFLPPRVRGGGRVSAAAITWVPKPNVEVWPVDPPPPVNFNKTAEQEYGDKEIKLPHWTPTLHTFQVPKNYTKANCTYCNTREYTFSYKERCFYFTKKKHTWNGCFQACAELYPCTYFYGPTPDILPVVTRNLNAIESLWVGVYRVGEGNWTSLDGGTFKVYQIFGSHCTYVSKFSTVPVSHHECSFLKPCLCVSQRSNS
TRPML3 agonist – human TRPML3 channel agonists, primary screen, cell-based, HEK293 TRPML3-YFP, Fluo-8 calcium fluorescence, 3 µM. AID 1448, 2008. 100% = the carbachol control signal. actives 0.29% (n = 220,000). Mucolipin-3 (Homo sapiens), Q8TDD5. activation, % at 3 µM;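 active = activation above its plate's cutoff, the mean activation of the plate's test wells plus 3 SD, cut at about 12% in these data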;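 also: 0% = DMSO only wells and 100% = carbachol wells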
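Test system – HEK293 line with stable expression of human TRPML3-YFP channel · Control set – carbachol 87 µM final as high control (100%), DMSO as low control (0%) · Signal – Fluo-8 calcium dye fluorescence, ex 470-495, em 515-575 nm · Incubation – 1-h 37 °C dye load, 5-s basal, 120-s post-compound reads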
thrombin 1536 – human alpha-thrombin inhibitors, primary screen, counter-screen for coagulation protease inhibitor project, biochemical, 1536-well, fluorogenic AMC substrate. AID 1046, 2008. Prothrombin (Homo sapiens), P00734. actives 0.26% (n = 220,000). Boc-VPR-AMC fluorogenic substrate cleavage. inhibition, % at 5 µM;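 active = inhibition at or above 40%; inactive = inhibition below 40%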;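 also: 0% = enzyme with no compound and 100% = wells without enzyme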
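System – human alpha-thrombin · Medium – pH 7.5 Tris (50 mM) with NaCl 150 mM, Tween 20 0.05% · Compound – single-point dosing at 5 µM, 0.2% DMSO · Incubation – enzyme reaction carried out at room temperature · Technique – fluorescence of released AMC, ex 355 nm, em 460 nm · Read-out basis – % inhibition of thrombin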
PPC-1+TRAIL kill – compounds killing PPC-1 cancer cells with TRAIL present, primary screen, TRAIL potentiator project, ATPLite luminescence, uHTS; PPC-1 cells + TRAIL, ATPLite viability luminescence; cell killing (% activity), % at 4 µM; actives 0.41% (n = 220,000);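 active = cell killing above 50% in the first pass at 4 µM, then a duplicate retest at 5 µM averaging 50% or more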;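 also: plate controls were cells with TRAIL plus DMSO for no effect and medium-only wells lacking cells for full effect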
Numbers without * were called inactive; . = no result given; [ ] = remark or other dose.

SMILES | Tb hexokinase | KCC2 mod | Calpain2 inh | Furin inhibitor | TRPN1 ag | EBV gp42 inh | TRPML3 agonist | thrombin 1536 | PPC-1+TRAIL kill
Cc1ccc(S(=O)(=O)CCSc2cccc(C(=O)Nc3ccccc3C(=O)O)c2)cc1 | 26 | -3.8 | -16 | 6 | -1.3 | 2 | -0.8 | -6 | 12
N#Cc1c(N)n(C2CCCCC2)c2nc3ccccc3nc12 | -3 | . | . | -26 | -1.5 | . | 0.0 | 0 | 14
CCOC(=O)C[n+]1c(C)csc1C | -3 | . | -7 | -17 | 1.0 | -9 | 0.1 | -3 | 26
CCOC(=O)C1(CCOc2ccccc2)CCN(C(=O)c2ccc(-n3cccn3)cc2)CC1 | -6 | -0.8 | 24 | -17 | 0.1 | 9 | -0.1 | 0 | 12
O=C(NCc1ccc2c(c1)OCO2)C1CCN(Cc2cnn(-c3ccccc3)c2-n2cccc2)CC1 | -6 | . | -2 | -10[20 µM] | 0.0 | -18 | 0.2 | -1 | 6
O=C(Nc1ccc2c(c1)CCC2)C1CCCN(c2ncccn2)C1 (stereo not drawn) | -8 | . | -5 | -17 | -1.8 | -19 | -1.4 | -4 | 14
COc1ccc(CNc2ccc(C(=O)O)cc2)cc1 | 5 | -0.79 | 13 | -9[20 µM] | 1.0 | -6 | -0.3 | -20 | 1
COc1ccc(N2CCN(C(=O)CCNC(=O)c3ccc(C(C)(C)C)cc3)CC2)cc1 | -5 | 0.43 | -14 | -3 | 5.4 | 2 | 1.2 | -13 | -5
CC(=O)Nc1ccc(N2C(=O)c3ccc(C(=O)Nc4nnc(SCc5ccc(F)cc5)s4)cc3C2=O)cc1 | 15 | . | -58 | -23 | 1.0 | -10 | 0.1 | -1 | 30
COc1ccc(N(CC(=O)Nc2cccc(N(C)S(C)(=O)=O)c2)S(=O)(=O)c2ccc(F)cc2)cc1 | -3 | -0.37 | -9 | -19 | 2.0 | -10 | 0.3 | -2 | 4
O=C1CC(c2ccccc2Oc2cccc(Cl)c2)C(n2cncn2)C(=O)C1C1NCCc2ccccc21 (stereo not drawn) | -11 | 0.39 | -32 | -18 | 2.0 | -14 | 1.4 | 4 | 11
COc1ccc(C2(CNC(=O)c3ccccc3)CCOCC2)cc1 | -1 | 0.97 | 21 | -16 | -0.8 | 1 | 0.1 | -13 | 16
Cc1nc([N+](=O)[O-])c(Br)n1CC(=O)c1ccc2ccccc2c1 | -13 | -1.2 | -34 | -3[20 µM] | 5.2 | 6 | 1.1 | 0 | 24
O=C(CCC1CCCC1)NCCCN1CCOCC1 | 3 | 1.6 | 22 | -1[20 µM] | 1.4 | -6 | 0.5 | -2 | -8
Cc1cccc(NC(NC(=O)c2ccccc2[N+](=O)[O-])C(Cl)(Cl)Cl)c1 (stereo not drawn) | 0 | 0.12 | 0 | -15 | -1.0 | -4 | 0.7 | -1 | 9
CCOC(=O)c1nnc2cc(C)nn2c1C | -3 | -0.16 | -11 | -19 | 0.1 | -18 | 0.6 | 2 | 17
CCCC(=O)Nc1ccc2oc(-c3ccc(OC)c(Br)c3)nc2c1 | -12 | 1.1 | -133 | -21 | -1.0 | -12 | 0.7 | -2 | -7
COc1ccc(C(CC(=O)O)NS(=O)(=O)c2ccc(C)cc2)cc1 (stereo not drawn) | -2 | . | 1 | -9[20 µM] | -0.5 | -10 | 0.5 | -1 | 17
O=C(C1CCN(Cc2ccccc2)CC1)N1CCCC1 | 3 | 0.5 | 6 | -22 | 0.1 | -4 | 1.1 | 0 | -8
CCOC(=O)Cc1csc(NC(=O)c2ccoc2C)n1 | 5 | -0.048 | 28 | -8[20 µM] | 0.1 | -17 | 0.6 | 3 | 5

Ordered by SMILES length (highest first): 6 of the compounds above.
SMILES | Tb hexokinase | KCC2 mod | Calpain2 inh | Furin inhibitor | TRPN1 ag | EBV gp42 inh | TRPML3 agonist | thrombin 1536 | PPC-1+TRAIL kill
COc1ccc(N2CCN(C(=O)CCNC(=O)c3ccc(C(C)(C)C)cc3)CC2)cc1 | -5 | 0.43 | -14 | -3 | 5.4 | 2 | 1.2 | -13 | -5
COc1ccc(C(CC(=O)O)NS(=O)(=O)c2ccc(C)cc2)cc1 (stereo not drawn) | -2 | . | 1 | -9[20 µM] | -0.5 | -10 | 0.5 | -1 | 17
O=C(Nc1ccc2c(c1)CCC2)C1CCCN(c2ncccn2)C1 (stereo not drawn) | -8 | . | -5 | -17 | -1.8 | -19 | -1.4 | -4 | 14
O=C(CCC1CCCC1)NCCCN1CCOCC1 | 3 | 1.6 | 22 | -1[20 µM] | 1.4 | -6 | 0.5 | -2 | -8
CCOC(=O)c1nnc2cc(C)nn2c1C | -3 | -0.16 | -11 | -19 | 0.1 | -18 | 0.6 | 2 | 17
CCOC(=O)C[n+]1c(C)csc1C | -3 | . | -7 | -17 | 1.0 | -9 | 0.1 | -3 | 26

Next section.
SMILES | Tb hexokinase | KCC2 mod | Calpain2 inh | Furin inhibitor | TRPN1 ag | EBV gp42 inh | TRPML3 agonist | thrombin 1536 | PPC-1+TRAIL kill
Fc1cccc(CN2CCN(c3ncccn3)CC2)c1 | 1 | -0.24 | 9 | -25 | 1.6 | -16 | 0.8 | 39 | 29
COc1ccc(C2SCCN2S(=O)(=O)c2ccccc2)cc1OC (stereo not drawn) | 1 | . | -53 | 7 | 2.0 | -25 | 1.8 | 4 | 33
Clc1ccc(-c2nnc3c4ccccc4nc(N4CCOCC4)n23)cc1Cl | 0 | 0.53 | -21 | -24 | 0.1 | -9 | 0.6 | 4 | 12
COc1cccc(NC(=O)C2CC(=O)OC23CCOC(C)(C)C3)c1 (stereo not drawn) | 5 | 0.47 | -3 | -15 | 0.8 | -13 | 0.9 | 2 | 13
CCN(CC)C(=O)CSc1nnc(COc2ccccc2)n1N | 7 | -0.057 | 9 | -7 | 0.6 | 5 | -0.4 | -6 | 10
Cc1ccccc1NS(=O)(=O)c1ccc(C2CNC(=O)C2)cc1 (stereo not drawn) | 4 | -0.057 | -39 | -33[20 µM] | -1.3 | -6 | 0.6 | -4 | 23
CCCCc1ccc(-c2csc(/C(C#N)=C\c3ccc(C)o3)n2)cc1 | 11 | 1.3 | -13 | -16[20 µM] | 1.7 | 1 | -0.1 | -4 | 23
COc1ccc(-c2cc(O)cc(O)c2)cc1 | 0 | 0.79 | -10 | -14[20 µM] | 0.8 | -15 | 0.5 | 0 | 18
Cc1ccc(OCC(O)Cn2c(=N)n(CCN3CCCCC3)c3ccccc32)cc1 (stereo not drawn) | 16 | . | -6 | -27 | -0.2 | -27 | 0.2 | 2 | 12
COc1ccc(/C=C/CN2CCCC(CO)(Cc3cccc(Cl)c3)C2)cc1 (stereo not drawn) | 14 | 0.73 | -1 | -25 | 0.8 | -12 | 0.2 | -6 | 11
COc1cccc(SCc2noc(C(=O)NCC3CCCO3)c2C(=O)O)c1 (stereo not drawn) | -7 | 0.6 | 20 | -12[20 µM] | -0.6 | -10 | 0.3 | -7 | 2
COC(=O)c1sccc1NN1C(=O)c2ccccc2C1=O | -12 | -0.52 | -22 | -18 | 1.1 | -6 | 0.3 | -5 | -4
CC1(C)C=Cc2c(c3c(c4c(=O)c(-c5ccc(O)cc5)coc24)OC(C)(C)CC3)O1 | -5 | 0.64 | -7 | -18 | -0.7 | -1 | -0.3 | -12 | 5
CCc1cccc(CC)c1NC(=O)COn1nnc2ccc(C(F)(F)F)cc21 | -1 | 0.58 | 13 | -11 | 0.6 | -14 | 0.2 | -3 | 8
Cc1onc(-c2ccccc2)c1C(=O)Nc1ccc2c(c1)OCO2 | 8 | . | 1 | -21 | -0.7 | -22 | -0.8 | 4 | 20
O=C1CN(C(=O)/C=C/c2ccccc2F)c2ccccc2N1 | -3 | 1 | 27 | -23 | -0.4 | -15 | 0.5 | -6 | 4
O=C(NC(Cc1c[nH]c2ccccc12)C(=O)O)c1ccc(F)cc1 (stereo not drawn) | -2 | -0.085 | -33 | -23 | 1.3 | -6 | 0.7 | -9 | 11
CCCn1c(N)c(C(c2ccc(OC)cc2)N2CCN(c3ccccc3)CC2)c(=O)[nH]c1=O (stereo not drawn) | -4 | 0.89 | -2 | -10[20 µM] | -0.6 | -1 | 0.4 | -2 | 0
CCOc1ccc(NC(=O)N2CCC(NC(=O)C(Cc3ccc(OC)c(OC)c3)NC(C)=O)CC2)cc1 (stereo not drawn) | -3 | 0.53 | -6 | -5[20 µM] | 1.2 | -22 | 0.8 | 6 | 12
Clc1ccc(-n2nnc(-c3nccs3)n2)cc1Cl | 10 | 0.62 | 9 | -26 | 2.2 | -42 | 0.2 | -2 | 23
Cc1cc(C(=O)CSc2n[nH]c(N)n2)c(C)n1-c1ccc2c(c1)OCO2 | 8 | -0.046 | -18 | -10 | -0.5 | -8 | 0.3 | -4 | 12
CS(=O)(=O)N(CC(=O)Nc1cccc(F)c1)c1cccc([N+](=O)[O-])c1 | 0 | 0.77 | -21 | -13 | 3.6 | 9 | 1.4 | -3 | 1
CCOC(=O)c1cnc(-n2[nH]c(C)cc2=O)[nH]c1=O | -1 | 0.55 | -35 | -19 | 1.6 | 9 | 0.5 | 4 | 18
O=C(CNC(=O)c1ccccc1)OCC(=O)N1N=C(c2ccc(Cl)cc2)CC1c1ccco1 (stereo not drawn) | -6 | -0.11 | 21 | -11 | -2.7 | -7 | -1.0 | 0 | 13
Cc1ccc(SCc2cc(=O)[nH]c(Nc3nc(C)c4cccc(C)c4n3)n2)cc1 | -1 | -0.74 | -67 | -7[20 µM] | 0.5 | -3 | -0.2 | 1 | -9
CNC(=O)COc1ncnc2sc(C)c(C)c12 | -4 | -0.0053 | -8 | -22[20 µM] | -0.6 | -9 | 0.8 | 1 | 16
Cc1ccc(OCC(=O)Nc2ccc(Cl)cc2)c(-n2nc3ccccc3n2)c1 | -5 | 0.88 | -52 | -22[20 µM] | 1.3 | -1 | -0.1 | 4 | 3
CCn1c(SCc2nc3ccccc3s2)nnc1-c1cccs1 | 2 | -1.1 | -3 | -12[20 µM] | -0.9 | -14 | -1.2 | -1 | 25
O=C(Nc1ncc(Cc2ccccc2Cl)s1)C1CCCO1 (stereo not drawn) | 2 | 0.94 | -6 | 4[20 µM] | 0.3 | 1 | -1.0 | 3 | 5
O=C(c1ccc(Cl)c(S(=O)(=O)N2CCc3ccccc3C2)c1)N1CCN(c2ccccc2)CC1 | -3 | -3.2 | -10 | -7 | 0.4 | -26 | -0.5 | -3 | 1
CN(C)CCN1C(=O)c2oc3ccccc3c(=O)c2C1c1ccc(F)cc1 (stereo not drawn) | -4 | 0.36 | -23 | -7 | 0.4 | -8 | 0.1 | -15 | -9

Assay outcomes as filed in PubChem BioAssay.
